EP2 mod: EP2 receptor modulators, cAMP readout, primary screen, cell-based, HTRF cAMP, PGE2 stimulation; 260,000 compounds, 0.83% hits; Prostaglandin E2 receptor EP2 subtype (Homo sapiens), P43116; AID 940, 2007; EP2-expressing cells, cAMP HTRF FRET, PGE2 co-stimulation; induction, % at 25 µM;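 active = compounds whose cAMP rise, as percent of the full-agonist control response, exceeds 60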;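 also: rat C6 glioma line stably carrying human EP2 under a CMV promoter; the protocol text gives 20 µM as final concentration; 100% = response of wells given 1 µM PGE2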
Target sequence (P43116 whole entry, looked up): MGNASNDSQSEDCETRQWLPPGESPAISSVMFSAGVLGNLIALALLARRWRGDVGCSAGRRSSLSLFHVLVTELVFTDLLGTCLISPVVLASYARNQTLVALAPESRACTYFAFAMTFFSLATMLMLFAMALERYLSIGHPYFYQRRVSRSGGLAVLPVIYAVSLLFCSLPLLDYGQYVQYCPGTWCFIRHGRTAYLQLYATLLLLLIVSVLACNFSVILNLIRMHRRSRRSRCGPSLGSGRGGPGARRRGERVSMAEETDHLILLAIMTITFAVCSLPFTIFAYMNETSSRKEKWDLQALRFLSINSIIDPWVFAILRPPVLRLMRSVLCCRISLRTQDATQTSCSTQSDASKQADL
PGE2 EP2 inh: human EP2 receptor antagonists, primary screen, TR-FRET cAMP, C6 glioma cells; C6 glioma cells expressing human EP2; cells stimulated with saturating PGE2; inhibition, % at 25 µM; 260,000 compounds, 0.52% hits;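 active = percent inhibition above 40 after rounding to a whole number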;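 also: rat C6 glioma host cells with rolipram phosphodiesterase inhibitor present; the protocol text gives 20 µM as final concentration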
* = called active by the depositor. This is a subset; the hit share may differ from the screen's.

SMILES	EP2 mod	PGE2 EP2 inh
O=C(Nc1ncc(Cc2ccc(F)cc2)s1)C1COc2ccccc2O1 (stereo unspecified)	-17	8
CCCNC(=O)Cn1nc(-c2cc3c(s2)CCC3)oc1=O	-14	8
COc1ccccc1-n1c(SCC(=O)N2CCOCC2)nnc1-c1ccccc1O	-28	25
CN[C@@H]1C(O)[C@@H](O[C@@H]2[C@@H](O)[C@H](O[C@H]3OC(CN)=CC[C@H]3N)[C@@H](N)C[C@H]2N)OC[C@]1(C)O (stereo partly specified)	-8	11
CCc1ccc2nc(SCC(=O)NCc3ccco3)c(C)cc2c1	50	4
CCn1c(SCC(=O)Nc2ccccc2Cl)nc2ccccc2c1=O	-10	9
CCOC(=O)c1cnc2c(C)c(C)ccc2c1NCCCO	-53	13
COc1ccccc1C1(O)CCN(Cc2ccc3cccc(OC)c3n2)CC1	-10	7
COc1ccccc1NC(=O)c1sc(NC(=O)c2ccc3c(c2)OCO3)c(C#N)c1C	-21	9
CCOc1ccc(N(C(=O)c2ccco2)C(C(=O)NC2CCCC2)c2ccccc2)cc1 (stereo unspecified)	61*	6
COCCCn1c(=N)c(C(=O)NC2CCCCC2)cc2c(=O)n3cc(C)ccc3nc21	43	8
CCOC(=O)Cc1nnc2c(Nc3cc(C)ccc3C)nc3nonc3n12	-25	7
Nc1nc(/C=C/c2c[nH]c3ccccc23)nc(-c2ccccc2O)n1	-117	91*
CC(C)NC(=O)CSc1nc(-c2ccc(F)cc2)cc(C(F)(F)F)n1	-122	13
O=C(O)[C@H]([C@H]1NCCS1)N1Cc2ccccc2C1	14	12
COC1=CC(=O)C(C(=O)c2ccccc2)=CC1=O	-22	10
COc1ccc([C@@H]2CN(C(=O)c3ccco3)C[C@H]2C(=O)O)cc1	16	5
Cn1c2ccccc2c2nnc(SCC(=O)NC3CCCC3)nc21	-11	11
COc1cc(C(=O)Nc2sc3c(c2C(=O)O)CC(C)(C)OC3)cc(OC)c1OC	-14	6
Cc1nc(C)n(CCC(=O)N2CCC3(CC2)NC(=O)c2cccnc2N3C)n1	-27	11

Complete entries from above. Order of screens: EP2 mod | PGE2 EP2 inh
Profile of COc1ccccc1-n1c(SCC(=O)N2CCOCC2)nnc1-c1ccccc1O = -28 | 25
Profile of CN[C@@H]1C(O)[C@@H](O[C@@H]2[C@@H](O)[C@H](O[C@H]3OC(CN)=CC[C@H]3N)[C@@H](N)C[C@H]2N)OC[C@]1(C)O (stereo partly specified) = -8 | 11
Profile of O=C(O)[C@H]([C@H]1NCCS1)N1Cc2ccccc2C1 = 14 | 12
Profile of CCOc1ccc(N(C(=O)c2ccco2)C(C(=O)NC2CCCC2)c2ccccc2)cc1 (stereo unspecified) = 61* | 6

Next part
SMILES	EP2 mod	PGE2 EP2 inh
Cc1cccc(C)c1NC(=O)CSc1nc2sc(C)c(C)c2c(=O)[nH]1	-28	8
COc1ccc(C2(O)CCN(CCNC(=O)c3c(F)cccc3F)CC2)cc1	-28	0
CC1CCN(C(=O)CN2CCN(c3ccc(F)cc3)CC2)CC1	-24	14
COc1ccc(-c2noc(C3CCCN(S(=O)(=O)c4ccc(OC)cc4)C3)n2)cc1 (stereo unspecified)	-76	18
NS(=O)(=O)c1ccc(NC(=O)Nc2ccccc2F)cc1	9	10
COc1ccc(N(CC(=O)NCc2ccncc2)S(C)(=O)=O)cc1OC	-24	20
CCC(=O)N1c2ccc(-c3csc(NC(=O)c4ccccc4Cl)n3)cc2CC1C (stereo unspecified)	27	94*
COc1ccc2cc(C)c3nn(CC(=O)N4CCCCC4)c(=O)n3c2c1	-83	13
Cc1ncsc1C(=O)NCCN1CCC(O)(c2ccc(F)cc2)CC1	2	8
CNc1nc2c(c(=O)[nH]c(=O)n2C)n1Cc1cccc(C)c1	-25	7
OC1(c2ccccc2F)CCN(Cc2cncn2Cc2ccccc2)CC1	-73	8
CC1CCCN(S(=O)(=O)c2ccccc2)C1 (stereo unspecified)	-10	10
COc1ccc2[nH]c(=O)c(CN(CCCO)C(=S)NC(C)c3ccccc3)cc2c1 (stereo unspecified)	-26	17
CCOCCCNc1ncnc2ccccc12	-63	7
COc1ccc2nc(NC(=O)c3c(Cl)cccc3Cl)sc2c1	-69	10
CN1CCN(CC(=O)Nc2sc3c(c2C#N)CCC3)CC1	-30	9
COc1ccc2cc(C)c3nn(CN4CCOCC4)c(=O)n3c2c1	-24	8
COc1ccc(CCNC(=O)C2CCCN(c3nc4ccccc4n3C)C2)cc1 (stereo unspecified)	-41	7
Cc1cccc2cc(C(c3nnnn3C3CCCC3)N3CCCC3)c(=O)[nH]c12 (stereo unspecified)	-26	14
Cc1ccc(N(C(=O)c2csnn2)C(C(=O)NC2CCCC2)c2ccccn2)cc1 (stereo unspecified)	-14	13
COc1ccc(C(=O)N2CCN(C(=O)c3cccnc3)CC2)cc1	-6	10
CCCOc1ccc(C2C3=C(CCCC3=O)NC3=C2C(=O)CCC3)cc1OC	-3	13
CCc1cccc(C)c1NC(=O)C1CCN(S(=O)(=O)c2ccc(OC)c(C)c2)CC1	-26	8
COc1ccc(Cl)cc1NC(=O)C1CCN(c2ncccn2)CC1	-34	9
Cn1c(N2CCCC(C(=O)NCCc3c[nH]c4ccccc34)C2)nc2ccccc21 (stereo unspecified)	-145	5
COc1ccc(-n2c(C)c(C(C)=O)c(C(C)=O)c2C)c(OC)c1	-1	9
CCc1ccccc1NC(=S)N(CCN(C)C)Cc1cc2cc(C)cc(C)c2[nH]c1=O	-94	11
Cc1sc2ncn3c(SCc4ccc(Cl)cc4)nnc3c2c1C	-2	16
CN1CCN(CCCBr)CC1	28	41*
CC(Oc1ccc(F)cc1)C(=O)Nc1ccc(S(=O)(=O)N2CCOCC2)cc1 (stereo unspecified)	-96	11
O=C1CN(C(=O)CSc2nccc(-c3ccc(Cl)cc3)n2)c2ccccc2N1	-46	10
COc1ccc(S(=O)(=O)N(CC(=O)N2CCC(C)CC2)c2ccccc2)cc1OC	-3	7
CCc1cccc(N(C(=O)c2csnn2)C(C(=O)NC(C)(C)C)c2ccc(C)o2)c1 (stereo unspecified)	6	5
COc1ccccc1NC(=O)N(Cc1cc2ccc(C)cc2[nH]c1=O)C1CCCC1	11	7
O=C1c2ccccc2C(=O)c2c(Nc3cc4c5c(ccc6c7ccc8c9c(cc(Nc%10cccc%11c%10C(=O)c%10ccccc%10C%11=O)c(c3c56)c97)-c3ccccc3C8=O)C(=O)c3ccccc3-4)cccc21	2	44*
Cc1cc(F)ccc1NC(=O)CCCSc1nc(-c2ccco2)cc(C(F)(F)F)n1	-94	10
Cc1cccc(NC(=O)C2C3C=CC(O3)C2C(=O)O)c1C (stereo unspecified)	16	8
CCN1CCN(S(=O)(=O)c2ccc(OC)c(Cl)c2Cl)CC1	-108	11
Cc1nn(CCC(=O)N2CC(CN3CCOCC3)c3ccccc32)c(C)c1C (stereo unspecified)	-56	8
CCC(C)NC(=O)CCSc1nc(-c2ccco2)cc(C(F)(F)F)n1 (stereo unspecified)	-86	5

Part of the list above, in markdown.
| Structure | EP2 mod | PGE2 EP2 inh |
| --- | --- | --- |
| CCC(=O)N1c2ccc(-c3csc(NC(=O)c4ccccc4Cl)n3)cc2CC1C (stereo unspecified) | 27 | 94* |
| COc1ccc2cc(C)c3nn(CC(=O)N4CCCCC4)c(=O)n3c2c1 | -83 | 13 |
| Cc1ncsc1C(=O)NCCN1CCC(O)(c2ccc(F)cc2)CC1 | 2 | 8 |

Additional structures
SMILES	EP2 mod	PGE2 EP2 inh
CCC(NC(=O)Cn1c(=O)oc2ccc(C)cc21)c1c(C)nn(CC)c1C (stereo unspecified)	-28	5
CCC(=O)Nc1ccc(NC(=O)CSc2nnc(-c3ccc(O)cc3)n2CC)cc1	-19	13
Cn1c(=O)c2c([nH]c(=O)n2Cc2cccc3ccccc23)n(C)c1=O	-10	11
CCC(C)(C)NC(=O)C(c1ccncc1)N(C(=O)Cn1nnc2ccccc21)c1ccccc1C (stereo unspecified)	-10	4
Cc1ccc(C)c(-c2cc(-c3ccc4c(c3)OCO4)c(C#N)c(N)n2)c1	-52	11
CCC(c1nnnn1C(C)(C)C)N(Cc1ccccc1)Cc1cc2cccc(C)c2[nH]c1=O (stereo unspecified)	57	13
Clc1ccccc1C(c1nnnn1Cc1ccc2c(c1)OCO2)N1CCN(C2CCCC2)CC1 (stereo unspecified)	10	20
CCN1/C(=C/c2ccc3cc(C)ccc3[n+]2CC)Sc2ccc(C)cc21	-62	14
COc1cc(OC)cc(-n2nnnc2SCC(=O)Nc2cc(C)ccc2OC)c1	-6	15
O=c1[nH]c(SCCc2ccccc2)nc2sc3c(c12)CCCC3	0	5
N#CCOc1ccc2c(-c3ccccc3)cc(=O)oc2c1	18	8
O=c1[nH]c(/C=C/c2ccc(Cl)cc2Cl)nc(O)c1[N+](=O)[O-]	-30	18
CC(C)C(Nc1n[nH]c(=O)[nH]c1=O)C(=O)O (stereo unspecified)	-2	22
S=c1c2[nH]cnc2ncn1CCSc1ncnc2nc[nH]c12	28	6
O=C(CCn1nnc2ccccc21)Nc1ccc(F)cc1	-14	10
CCOc1ccc2[nH]c(=O)c(CN(C(=S)NC)C3CCCCC3)cc2c1	-36	11
Cc1nc(SCC(=O)Nc2ccc(F)cc2)nc2c1CCCC2	-82	54*
CCCC(=O)Nc1nnc(SCC(=O)Nc2ccccc2F)s1	-12	3
COc1ccc(CCNC(=O)C(C)OC(=O)c2nsc(Cl)c2Cl)cc1OC (stereo unspecified)	17	13
COCCNC(=S)N(Cc1cc2cc(OC)ccc2[nH]c1=O)CC1CCCO1 (stereo unspecified)	-51	11
O=C(O)CNCc1nc2ccccc2[nH]1	-9	12
O=C(Cn1nnc(-c2cccs2)n1)N1c2ccccc2CCc2ccccc21	-29	12
O=C(COc1ccccc1)N1CCN(C(=O)c2cccc3ccccc23)CC1	-68	14
O=C(NNC(=O)c1ccco1)c1ccc(S(=O)(=O)N2CCCCC2)cc1	-21	14
COc1ccccc1-c1ocnc1C(=O)Nc1cc(-n2cccc2)ccc1C	-101	3
C[C@@H](Cn1nnc2ccccc21)NC(=O)c1cc(C(C)(C)C)nn1C	-7	8
C/C(=N\[N+](C)(C)C)c1ccc(C)c(C)c1	-34	14
CCN1c2ncccc2C(=O)NC12CCN(C(=O)c1ccc(Cn3cccn3)o1)CC2	-25	7
c1ccc2c(CNCC3CCCO3)cccc2c1 (stereo unspecified)	-31	10
COc1cc2cc(C)c(SCCN(C)C)nc2cc1OC	-31	6
Cc1sc(NC(C)(C)C)nc1-c1ccc2c(c1)CCN2C(=O)C1CC1	-17	7
CN(C)CCCCN1CCc2c(n(C)c3ccccc23)C1=O	-26	50*
NNC1=NC2CS(=O)(=O)CC2S1 (stereo unspecified)	-9	9
CN(C(=O)CSc1nc(-c2cccs2)cc(C(F)(F)F)n1)c1ccccc1	47	9
CCC(C)(C)n1nnnc1CN(Cc1ccco1)Cc1cc2ccc(C)c(C)c2[nH]c1=O	27	10
O=C(NCC(c1ccccc1)c1ccccc1)c1ncoc1-c1cccs1	4	7
Cc1cc2cc(CN(CCCO)C(=O)Nc3ccccc3Cl)c(=O)[nH]c2cc1C	-28	3
Cc1ccc(/C=C/C(=O)c2ccc(Br)cc2)o1	-107	95*
c1ccc(-c2cc3c(NCc4ccco4)ncnc3s2)cc1	-68	23
O=C(O)CC[C@@H](C(=O)O)N1C(=O)[C@@H]2[C@@H]3CC[C@@H](C3)[C@@H]2C1=O	27	8

An excerpt from above in order of their number in EP2 mod, ascending:
mol,EP2 mod
COc1cc2cc(C)c(SCCN(C)C)nc2cc1OC,-31
CN(C)CCCCN1CCc2c(n(C)c3ccccc23)C1=O,-26
O=C(O)CNCc1nc2ccccc2[nH]1,-9

The list goes on.
SMILES	EP2 mod	PGE2 EP2 inh
C/C=C/Cn1c(SCC(=O)Nc2ccccc2)nc2c1c(=O)[nH]c(=O)n2C	5	7
Cc1ccccc1CN(CCCn1ccnc1)Cc1ccc2c(c1)n(C)c(=O)n2C	8	1
COc1ncccc1C1(O)CC2CCC(C1)N2C(=O)c1ccc(OC2CSC2)cc1 (stereo unspecified)	-75	15
O=C(CSc1ncccc1-c1nc2ccccc2[nH]1)NCc1cccs1	-50	9
COc1ccc2c(c1)CCc1sc(NC(=O)c3ccccc3Cl)nc1-2	-77	6
COc1ccc(-c2cc(C(F)(F)F)nc(SCCC(=O)NCC3CCCO3)n2)cc1 (stereo unspecified)	-47	8
COc1ccc2[nH]c(=O)c(CN(CC3CCCO3)S(=O)(=O)c3ccc(C(C)=O)cc3)cc2c1 (stereo unspecified)	-13	15
CN(Cc1ccccc1)C(=O)CSc1nc(-c2ccco2)cc(C(F)(F)F)n1	31	10
S=C(Nc1ccccc1)Nc1nc2ccccc2s1	-33	7
CC(C)N(C(=O)Cn1nc2c3ccccc3nc(C3CC3)n2c1=O)C(C)C	-39	1
COc1ccc2[nH]c3c(c2c1)CCn1c-3nc2sc3c(c2c1=O)CCCC3=O	-9	7
C=CCn1c(N(CC)CC)nc2c1c(=O)n(C)c(=O)n2C	16	22
CCn1c(SCC(=O)NC2CCCC2)nc2c1c(=O)n(C)c(=O)n2C	13	14
COc1cccc(N2CCN(CC(O)c3cn(C)c4ccccc34)CC2)c1 (stereo unspecified)	-48	8
O=C(NCc1ccc(N2CCCC2=O)cc1)c1ncoc1-c1ccc(F)cc1	-71	9
COc1cccc(C(O)CN2CCC(O)(c3ccccc3F)CC2)c1 (stereo unspecified)	-42	6
C=Cn1nccc1C(=O)O	-3	7
COc1ccc(C=C2C(=O)NC(=O)NC2=O)cc1Br	-67	11
C=CC[N+]1(CC(O)COc2cccc3ccccc23)CCOCC1 (stereo unspecified)	-9	9
COc1ccc2nc(NC(=O)CSc3nnc4c(n3)[nH]c3ccccc34)sc2c1	-76	11
